High-throughput results as filed in PubChem BioAssay.
AmpC detergent – inhibitors of E. coli AmpC beta-lactamase with detergent | hit rate 0.041% among 370,000 | AmpC hydrolysis of nitrocefin, absorbance 480 nm, 0.01% Triton | P00811 | Potency, µM (top dose mostly 114 µM), inactives show at the top dose activity change, negative = inhibition, hits mostly inhibitors | AID 485294;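 also: potency is read from the fitted curve at half-maximal effect; 0% = no-compound wells and -100% = no-enzyme wells; nearly all actives have a fitted effect of over 25% in size; some results filed as inactive show a strong effect at the top dose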
Target sequence (P00811 whole entry, looked up): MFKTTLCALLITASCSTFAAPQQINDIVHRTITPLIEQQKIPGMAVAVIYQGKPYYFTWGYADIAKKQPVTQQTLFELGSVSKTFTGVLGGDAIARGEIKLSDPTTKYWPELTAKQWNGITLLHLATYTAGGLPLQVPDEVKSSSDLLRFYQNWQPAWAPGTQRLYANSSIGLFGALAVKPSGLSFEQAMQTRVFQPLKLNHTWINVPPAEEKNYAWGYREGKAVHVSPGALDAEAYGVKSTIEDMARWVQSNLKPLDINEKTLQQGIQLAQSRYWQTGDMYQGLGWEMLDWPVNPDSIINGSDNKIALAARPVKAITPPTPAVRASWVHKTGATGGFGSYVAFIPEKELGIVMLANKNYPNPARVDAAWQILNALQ
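20 mM phosphate pH 7.0 + 0.01% (detergent screen) or 0.0001% Triton X-100; 5.3 nM AmpC reagent; cpd preinc 15 min RT; nitrocefin (800 uM stock) to start; A480 q20 s × 4 min; Activity was normalised to no-enzyme and no-compound control wells.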
AmpC no deterg – blocks E. coli AmpC beta-lactamase in detergent-free assay. P00811. AmpC nitrocefin hydrolysis, absorbance 480 nm, 0.0001% Triton. Potency, µM (series often up to 57.1 µM), inactives show at the top dose activity change, negative = inhibition, usual class: inhibitors. hit rate 0.52% among 330,000;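 also: potency is read from the fitted curve at half-maximal effect; plate controls were no compound for no effect and no enzyme for full effect; nearly all actives have a fitted effect of over 20% in size; some results filed as inactive show a strong effect at the top dose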
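AmpC (5.3 nM in the dispensed reagent) in 20 mM phosphate pH 7.0 with 0.01% (detergent screen) or 0.0001% Triton X-100 was preincubated with compounds for 15 min at room temperature. Nitrocefin was then added from an 800 uM solution, and hydrolysis was followed at 480 nm.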
AMA1 RON2 block – disrupts binding of P. falciparum AMA1 to RON2; AlphaScreen AMA1-biotinylated RON2 peptide binding; Potency, µM (titrated, usually from 58.2 µM), without a hit: at the highest dose activity change, negative = inhibition, most hits filed as inhibitors; hit rate 0.2% among 360,000; AID 720542;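 also: potency is read from the fitted curve at half-maximal effect; 0% = vehicle wells and -100% = peptide control; nearly all actives have a fitted effect of over 45% in size; some results filed as inactive show a strong effect at the top dose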
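AMA1 (3D7) with his tag at 25 nM final met compounds first, then biotinylated RON2 peptide at 25 nM; detection used donor plus acceptor beads, 10 µg/mL apiece, read by AlphaScreen after 30 min at room temperature.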
Tb PYK inh – T. brucei pyruvate kinase inhibition. Potency, µM (doses to about 76.8 µM), without a hit: at the highest dose activity, negative = inhibition, actives largely listed as inhibitors. Q57TT1. TbPYK enzyme, Kinase-Glo Plus ATP luminescence, 45 min. hit rate 0.12% among 410,000; also: potency is read from the fitted curve at half-maximal effect; nearly all actives have a fitted effect of over 50% in size
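Readout: single end-point luminescence (Kinase-Glo Plus, 10 min). Reaction conditions were TbPYK/substrate plus 130 uM ADP, 45 min at RT, pH 7.2 TEA buffer. No-enzyme wells served as controls, and data were normalized before concentration-response fitting.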
LmPK inh – blocks Leishmania mexicana pyruvate kinase activity | Q27686 | purified LmPK, Kinase-Glo ATP luminescence, 1 h | Potency, µM (top dose mostly 57.5 µM), inactives show top-dose activity change, negative = inhibition, hits mostly inhibitors | hit rate 0.37% among 290,000 | AID 1721; also: potency is read from the fitted curve at half-maximal effect
Target sequence (Q27686 whole entry, looked up): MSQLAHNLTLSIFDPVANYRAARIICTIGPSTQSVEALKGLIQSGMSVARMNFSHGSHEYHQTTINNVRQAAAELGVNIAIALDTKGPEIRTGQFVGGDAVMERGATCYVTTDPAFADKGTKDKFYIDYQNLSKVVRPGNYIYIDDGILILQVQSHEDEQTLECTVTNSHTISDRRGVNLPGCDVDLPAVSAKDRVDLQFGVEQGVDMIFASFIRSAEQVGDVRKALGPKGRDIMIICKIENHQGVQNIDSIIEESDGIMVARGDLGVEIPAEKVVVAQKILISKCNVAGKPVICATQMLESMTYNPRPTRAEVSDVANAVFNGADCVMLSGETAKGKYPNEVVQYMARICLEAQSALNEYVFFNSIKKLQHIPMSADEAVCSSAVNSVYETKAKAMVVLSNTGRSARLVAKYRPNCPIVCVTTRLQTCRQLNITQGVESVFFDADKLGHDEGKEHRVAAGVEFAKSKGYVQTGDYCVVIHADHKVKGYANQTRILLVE
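Purified LmPK (0.1 nM) with 0.5 mM PEP and 0.1 mM ADP in imidazole buffer pH 7.2 with MgCl2/KCl, 1 h at room temperature. ATP formed was read by luciferase luminescence and normalized to no-enzyme and uninhibited controls.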
Sm TGR block – S. mansoni TGR enzyme inhibition; purified TGR, DTNB reduction, TNB absorbance 405 nm; Potency, µM (top dose mostly 114 µM), for the others: at the highest dose activity change, negative = inhibition, hits mostly inhibitors; hit rate 3% among 360,000; also: potency is read from the fitted curve at half-maximal effect; nearly all actives have a fitted effect of over 60% in size
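TGR 20 nM + NADPH 100 uM (dispensed conc.), cpd preinc 15 min RT; start with NADPH (500 uM addition) then DTNB (15 mM addition). Kinetic TNB absorbance, 405 nm filter. Four-parameter Hill fit across titration.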
HCMV antiviral – human cytomegalovirus inhibition | HFF cells, HCMV-luciferase reporter, 72 h; hits give low values | activity change, negative = inhibition, % at 57.5 µM | hit rate 4.5% among 410,000; in the data active = activity change below about -60%; inconclusive = no clear call, values can overlap the other calls; inactive = above about -39%
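Compounds were evaluated in HFFs infected with an HCMV luciferase reporter virus (MOI 1 PFU/cell). Luciferase in lysates collected 72 h post infection served as the replication measure.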
An asterisk follows results filed as active; ? = inconclusive; . = not tested or not shown; & = joins results of further samples; [ ] = dose if it differs, or a comment. Unless noted, calls follow the shape of the dose curve; as a rule, active = well fitted curve in the direction sought with a large enough effect; inconclusive = small, poorly fitted or top-dose-only effect, or another doubt; inactive = no such curve, though single readings can be large; an effect the other way counts as inactive or inconclusive. Unless noted, % is scaled to controls: 0 for no effect and ±100 for the full control effect.

Values in the order: AmpC detergent | AmpC no deterg | AMA1 RON2 block | Tb PYK inh | LmPK inh | Sm TGR block | HCMV antiviral
- Nc1sc2c(c1C(=O)c1ccccc1)CCCC2
    -13% | -40% | 10% | ? | 0% | ? | -15
- OCC1(CO)COC2(CCCC2)N1
    ? | -23%&-13% | 27% | -2% | 2%&5% | 0%&3% | 24
- CCN(C(=O)Cn1cc(S(=O)(=O)Cc2ccccc2Cl)c2ccccc21)c1ccccc1
    16% | . | . | 0%[15.4 µM] | . | -2% | 0
- CCOC(=O)c1ccc(N2C(=O)c3n[nH]c(-c4ccco4)c3C2c2cccc(O)c2)cc1 (stereo not drawn)
    -1% | . | . | 0% | . | 15% | 14
- C[C@@H]1CC[C@]2(O[C@H](CCO)C[C@@H](O)[C@@H]2O)O1
    . | . | 20% | 2% | . | . | -10
- O=C(Oc1c(Cl)cc(Cl)c2ccccc12)N1CCCC1
    ? | 81%[activator] | -8% | 4% | 0% | ? | -22
- CCCc1nc2c(=O)n(C)c(=O)[nH]c2n1CCC
    4% | -1% | 3% | 5% | -4% | -20% | 4
- O=C(NCCc1cccc(F)c1)[C@@H]1CSC2c3ccccc3C(=O)N21 (stereo partly drawn)
    -6% | -45% | -3% | 3% | -1% | 0% | 9
- O=C(NCCNc1ccc([N+](=O)[O-])cc1)c1cccc(Br)c1
    ? | -21% | -6% | 2% | 3% | 0% | -20
- O=C(Nc1nccs1)C1C2/C=C\CCCCC21 (stereo not drawn)
    0% | -27% | -3% | -7% | -9% | -2% | ?
- O=C(Nc1ccc(S(=O)(=O)N2CCCCC2)cc1)C1CCCO1 (stereo not drawn)
    ? | -10% | 6% | -11% | 1% | ? | -18
- COc1ccc(C(=O)Nn2c(C)nnc2-n2nc(C)cc2C)cc1OC
    -6% | -16% | -1% | -4% | 0% | -11% | 55
- O=C(c1cccc(Cl)c1)N1CCC(c2nc3c(nnn3Cc3ccc(F)cc3F)c(=O)[nH]2)CC1
    0% | . | . | -1% | . | 2% | -12
- CCC(=O)Nc1ccc2c(c1)ncn2-c1ccc(OC)cc1
    8% | -12% | 2% | -3% | 2% | 4% | 30
- O=C(NCc1cccs1)c1cnn2cccnc12
    ? | -20% | 3% | -4% | -5% | -2% | -1
- Cc1cccc(/C=N/NC(=O)Cn2nnnc2N)n1
    -7% | -17% | 103%[activator] | 1% | -4% | -14% | 19
- COc1ccc(/C=N/NC(=O)c2ccc(OC)c(OC)c2)cc1COc1c(F)c(F)c(F)c(F)c1F
    0% | 62%[activator] | 23% | 0% | 5% | 10% | -5
- CSc1nc(SCC(=O)O)c2sc3nc(-c4ccccc4)c4c(c3c2n1)CCC4
    -1% | -33% | 2% | 0% | 2% | -6% | -5
- CS(=O)(=O)N(CC(=O)N1CCCCC1)C1CCCCC1
    ? | -8% | -17% | 0% | 13% | 11% | -22
- Cc1oc(C)c(C(=O)O)c1C(=O)O
    -3% | -14% | -15% | 4% | -3% | 2% | -4
- O=C(CCCSc1nc2ccccc2c(=O)[nH]1)c1ccccc1
    2% | -26% | -7% | 4% | -4% | 0% | 51
- Cc1ccc2nc(SCC(=O)N/N=C/c3ccco3)cc(C)c2c1
    ? | -39% | 45%[activator] | 1% | 12% | ? | 3
- O=C(NNC(=O)C1C2C=CC(C2)C1C(=O)O)c1cc(Cl)ccc1O (stereo not drawn)
    -10% | -33% | 50%[activator] | 6% | -6% | -4% | ?
- O=S(=O)(NN1CCOCC1)c1ccc(Cl)s1
    -8% | -43% | -11% | 2% | -1% | 8% | -31
- CCC1([N+](=O)[O-])COC(C=Cc2ccccc2)OC1 (stereo not drawn)
    . | . | -5% | 5% | . | . | 0
- O=C(CN1C(=O)C2CCCCC2C1=O)Nc1cc([N+](=O)[O-])ccc1F (stereo not drawn)
    3% | -15% | 0% | 0% | . | -3% | 5
- COc1cccc(N2CCN(S(=O)(=O)c3ccc4c(c3)oc(=O)n4C)CC2)c1
    -2% | -15% | 7% | 2% | -1% | -13% | -12
- OC(CN1CCN(C(c2ccccc2)c2ccccc2)CC1)c1ccccc1 (stereo not drawn)
    4% | 4% | -14% | 7% | 3% | -9% | .
- CCCOc1ccc(NC(=O)CC2C(=O)Nc3ccccc3N2CC(=O)N2CCCC2)cc1 (stereo not drawn)
    -2% | 83%[activator] | 32%[activator] | 2% | . | -10% | -60*
- Cc1nc(SC2CC(=O)N(c3ccccc3)C2=O)n[nH]1 (stereo not drawn)
    -6% | 32% | 23% | -7% | -2% | . | -60*
- OC1(c2cccc(C(F)(F)F)c2)CCN(Cc2nnnn2CCc2ccccc2)CC1
    -5% | 181%[activator] | 5% | 1% | 2% | 7% | -27
- Cc1cc(C)cc(N(CC(=O)O)S(=O)(=O)c2c(C)[nH]c(=O)[nH]c2=O)c1
    0% | -13% | 5% | 0% | 0% | -6% | -16
- O=C(CN1CCN(c2cccc(Cl)n2)CC1)N1CC(O)CO1 (stereo not drawn)
    1% | -6% | 14% | 1% | -1% | 2% | -19
- O=C(NCCc1csc(-c2ccccc2)n1)c1c(F)cccc1Cl
    7% | -5% | 8% | 0% | 3%[11.5 µM] | 1% | -70*
- Cc1cc(C)c(NC(=O)CN)c(C)c1
    3% | -19% | 11% | 1% | 0% | 1% | -1
- COc1ccc([C@H]2CN(Cc3ccccc3)C(=O)[C@@H]2CC(=O)Nc2ccccc2)cc1
    . | . | -1% | 7% | . | . | 14
- Cc1ccc2cc3cc(C(=O)N4CCN(Cc5ccccc5)CC4)sc3nc2c1
    -8% | -11% | 5% | 1% | -2% | -27% | -18
- COc1ccc(NC(=O)CCC(=O)Nc2cc(OC)c(NC(=O)c3cccs3)cc2OC)cc1
    3% | 104%[activator] | -11% | 3% | -3% | 3% | -4
- COc1ccc(OCC(O)CNCCOc2ccccc2OC)c(C(C)(C)C)c1 (stereo not drawn)
    -5% | 135%[activator] | ? | 16% | -5% | -1% | -67*
- CCOc1ccc(NC(=O)NC(C)CC)cc1 (stereo not drawn)
    -3% | 3% | 11% | 5% | -10% | -1% | -9
- CC1CCC2C(=O)N(c3ccc(S(=O)(=O)c4ccccc4)cc3)C(=O)C2C1 (stereo not drawn)
    -3% | -15% | 7% | 0% | 4% | -21% | -24
- O=Cc1ccc(Oc2ncccn2)cc1
    11% | -9% | 1% | 0% | -2% | 12% | -24
- CC(C)(C)S(=O)(=O)/C(C#N)=N/Nc1ccc(Cl)cc1
    -11% | -17% | -14% | 1% | 5% | -2% | -82*
- COc1cccc(O)c1CN1CCCC(C(=O)c2cccc(C(F)(F)F)c2)C1 (stereo not drawn)
    3% | 36% | ? | -7% | 2% | 30% | -1
- Cc1cc(NC(=O)c2cccs2)n(-c2nc3ccccc3[nH]2)n1
    -4% | -33% | 30% | -13% | 2% | . | ?

Shown field by field: entries from further up.
> CC1CCC2C(=O)N(c3ccc(S(=O)(=O)c4ccccc4)cc3)C(=O)C2C1 (stereo not drawn)
  AmpC detergent: -3%
  AmpC no deterg: -15%
  AMA1 RON2 block: 7%
  Tb PYK inh: 0%
  LmPK inh: 4%
  Sm TGR block: -21%
  HCMV antiviral: -24

> O=Cc1ccc(Oc2ncccn2)cc1
  AmpC detergent: 11%
  AmpC no deterg: -9%
  AMA1 RON2 block: 1%
  Tb PYK inh: 0%
  LmPK inh: -2%
  Sm TGR block: 12%
  HCMV antiviral: -24

> CC(C)(C)S(=O)(=O)/C(C#N)=N/Nc1ccc(Cl)cc1
  AmpC detergent: -11%
  AmpC no deterg: -17%
  AMA1 RON2 block: -14%
  Tb PYK inh: 1%
  LmPK inh: 5%
  Sm TGR block: -2%
  HCMV antiviral: -82*

Remaining list, next part.
Values in the order: AmpC detergent | AmpC no deterg | AMA1 RON2 block | Tb PYK inh | LmPK inh | Sm TGR block | HCMV antiviral
- CC1CN(C(=S)SCC(=O)c2ccc([N+](=O)[O-])cc2)CC(C)O1 (stereo not drawn)
    -1% | -20% | -27% | -6% | -5% | -8% | 5
- CCOC(=O)c1ccc(S(=O)(=O)Nc2cc(S(=O)(=O)N3CCOCC3)ccc2O)cc1
    . | -17% | 105%[activator] | -12% | . | . | -19
- Nc1nc(N)c2cc(Sc3ccc(Cl)cc3)ccc2n1
    . | . | -11% | -7% | . | . | -77*
- COc1cc(NC(=O)CNC(=O)Cn2ccc3ccccc3c2=O)cc(OC)c1OC
    -10%&-5% | -7% | -10% | 2%&6% | -2% | ? | -5&5
- Cc1ccccc1OCCSc1nc2ccc(NC(=O)c3ccco3)cc2s1
    7% | . | . | -13% | . | 4% | ?
- O=C(COC(=O)COc1cccc(C(F)(F)F)c1)Nc1ccc(N2CCOCC2)cc1
    9% | 70%[activator] | -4% | 3% | . | 1% | -27
- COc1cc(/C=C/C(=O)OCN2C(=O)c3ccccc3C2=O)ccc1OC(F)F
    -16% | -12% | 15% | -3% | -11% | -16% | 33
- CCOC(=O)C(CCOc1cccc(CC)c1)C(=O)OCC
    ? | 19% | 60%[activator] | -1% | 4% | 0% | -24
- Cc1cccc(NC(=S)NC(=O)/C=C/c2ccco2)n1
    -5% | -40% | -5% | -8% | -3% | ? | 71
- N#CCc1nn2c(-c3ccccc3)ccnc2c1C#N
    4% | 1% | 8% | 5% | -3% | -10% | -12
- CCCCCCCCOC(=O)c1ccc(N)cc1
    ? | -9% | 22% | -2% | 7% | -2% | -14
- CC(C)C(C(=O)O)N1C(=O)C2C3CCC(C3)C2C1=O (stereo not drawn)
    . | . | 9% | -2% | . | . | 2
- CC(C)(C)n1nc2c(c1NC(=O)Cc1cccc3ccccc13)CS(=O)(=O)C2
    ? | 0% | -3% | 11% | 5% | -2% | -38
- CC(=O)Nc1ccc(S(=O)(=O)NCCc2cn3nc(C)c(C)nc3n2)cc1
    -2% | -5% | 12% | -3% | 1% | -3% | 50
- CCOC(=O)c1c(N)sc2c1CCC1C(=O)N(C3CCCCC3)C(=O)C21 (stereo not drawn)
    -13% | -48% | -19% | 1% | 0% | 3% | -29
- Cc1ccsc1/C=N/n1c(COc2ccccc2)n[nH]c1=S
    ? | -53% | 17%[2.32 µM] | ? | -9% | 0% | ?
- CCOC(=O)C1CCCN(CCC(=O)Nc2cccc(C)c2)C1 (stereo not drawn)
    -2%&17% | -23% | 2% | 2%&-13% | 0% | 0%&2% | -35&9
- COc1ccccc1C(=O)N=Nc1c(O)[nH]c2ccc([N+](=O)[O-])cc12
    ? | -34% | -6% | 3% | 2% | -8% | 55
- C=CCn1c(SCC(=O)c2ccccc2)nnc1-c1cc2ccccc2o1
    -18% | -35% | -25% | -13% | 4% | -20% | ?
